IEC-6 cytotox: counter-screen for KLF5 inhibitors: cytotoxicity in IEC-6 cells | AID 1825 | IEC-6 cytotoxicity, luminescence viability | 0.78% of 290,000 active | inhibition, % at 5 µM; in the data active means inhibition above about 22%;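 further: 0% = plate median of test compound wells and 100% = cytotoxic reference compound wells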
Platelet DG rel: modulates dense granule release in human platelets; human platelet-rich plasma, SFLLRN dense granule ATP release, luminescence; inhibition, %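 (compounds screened at 7.5 µM in platelet-rich plasma)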; 0.22% of 300,000 active;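 active means mean replicate score, as percent of positive control, at or above 50; inconclusive means mean below 50 but at least one replicate at or above 50; inactive means mean and every replicate below 50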
aSyn UTR inh: MLPCN primary screen, SNCA 5' untranslated region. alpha-synuclein 5'UTR reporter, inhibitor activity. inhibition, % (tested at 7.5 µM). 0.82% of 300,000 active; in the data active means inhibition above about 60%; inconclusive means no clear call, values can overlap the other calls;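 further: H4 neuroglioblastoma cells stably carrying SNCA 5'UTR luciferase fusion; 0% = DMSO wells and 100% = positive control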
KLF5 inh: kruppel-like factor 5 inhibition | DLD-1 KLF5 promoter-luciferase reporter, luminescence | inhibition, % at 5 µM | 0.23% of 290,000 active;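 active means inhibition above a per-plate limit of that plate's mean compound inhibition plus 3 SD, cut at about 60% in these data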;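 further: 0% = DMSO wells and 100% = LY294002 at 200 µM; higher means less KLF5 promoter-driven luciferase light; inactives centre near -14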
HSP90 refold inh: blocks HSP90-mediated luciferase refolding in reticulocyte lysate; Rabbit reticulocyte lysate, luciferase refolding luminescence, 3 h; inhibition, % at 5.6 µM; 0.91% of 290,000 active; AID 1789;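 active means inhibition above the screen-wide mean plus 3 SD, computed separately per campaign, cut at about 16% in these data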;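 further: 0% = DMSO wells and 100% = 60 µM geldanamycin wells; inhibitors lower the luminescence because luciferase stays unfolded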
HIF act: HIF pathway transcriptional activation; U2OS HRE-luciferase reporter, luminescence; normalized: DMSO 0%, desferrioxamine 100%; activation, % at 7.5 µM (by protocol); 0.32% of 300,000 active; AID 1910;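 active means mean activation of at least 10% of the iron chelator positive control signal, with at least half of replicates also reaching 10%; inconclusive means mean and replicate majority disagree about reaching 10%; inactive means mean and most replicates under 10%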
HDAC3 inh: blocks human histone deacetylase 3; O15379; AID 2718; recombinant HDAC3, fluorogenic peptide/trypsin coupled, fluorescence; 0.15% of 320,000 active; inhibition, % at 8.3 µM; in the data active means inhibition above about 26%, passing the limit was not always enough; inconclusive means no clear call, values can overlap the other calls
Target sequence (O15379 whole entry, looked up): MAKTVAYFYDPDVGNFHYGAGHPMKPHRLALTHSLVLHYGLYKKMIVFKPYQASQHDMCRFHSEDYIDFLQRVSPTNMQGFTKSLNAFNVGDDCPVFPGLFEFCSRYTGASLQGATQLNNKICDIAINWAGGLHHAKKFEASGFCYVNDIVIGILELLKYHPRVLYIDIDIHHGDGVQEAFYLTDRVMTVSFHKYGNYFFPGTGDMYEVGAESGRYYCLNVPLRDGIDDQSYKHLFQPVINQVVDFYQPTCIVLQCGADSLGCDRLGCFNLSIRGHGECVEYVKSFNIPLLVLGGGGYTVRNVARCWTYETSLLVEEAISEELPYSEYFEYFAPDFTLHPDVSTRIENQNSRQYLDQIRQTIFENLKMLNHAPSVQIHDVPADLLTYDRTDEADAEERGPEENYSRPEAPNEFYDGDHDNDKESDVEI
AI-2 QS mod: Vibrio harveyi AI-2 quorum sensing modulation; Vibrio harveyi JMH597 AI-2 luminescence/OD600 ratio, 9 h; hits give low values; strain lacks LuxN and CqsS sensors; 0 = neutral-control median; activity change, % at 7.5 µM; 0.4% of 300,000 active; AID 2094; in the data active means activity change below about -75%, passing the limit was not always enough; inconclusive means no clear call, values can overlap the other calls;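 further: luminescence divided by OD600 gain over 9 h not by final OD600 alone; inactives centre near 13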
HSF1 activator: increases HSF-1 driven luciferase reporter signal. activation, % at 9 µM. AID 504408. NIH3T3-HGL HSF-1 luciferase reporter, MG132, 8 h; 100% = twice DMSO control signal. 1.7% of 300,000 active;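 active means mean replicate activation of at least 50% with a set share of replicates each reaching 50%; inconclusive means only one of those two conditions met; inactive means mean below 50% and too few replicates reaching it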;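 further: 0% = median of the neutral control wells and 100% = twice that signal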
HSF1 inh: HSF1 inhibition; NIH3T3-HGL HSE-luciferase, MG132-induced, luminescence 8 h; hits give low values; activity change, negative = inhibition, % at 7.5 µM (by protocol); 0.77% of 300,000 active; AID 2098;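 active means more than half of replicate wells show activity change below -50%, luminescence cut by over half; inconclusive means some wells, but at most half, below -50%; inactive means no replicate well below -50%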;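 further: luciferase reports HSF-1 transcriptional activity via heat shock element; 0% = median of DMSO wells and -100% = zero luminescence signal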
Active calls of the source: *; ? = inconclusive; · = no result given.

SMILES	IEC-6 cytotox	Platelet DG rel	aSyn UTR inh	KLF5 inh	HSP90 refold inh	HIF act	HDAC3 inh	AI-2 QS mod	HSF1 activator	HSF1 inh
c1ccc(Cn2nnnc2C(c2cccs2)N2CCOCC2)cc1 (stereo unspecified)	-1	18	20	-10	3	0.3	0	42	-3	-6
COc1ccc(/C=C/CN2CCC(n3nccc3NC(=O)C3CC3)CC2)cc1	1	1	-23	-31	-4	0.6	1	19	-6	-1
N#Cc1c(/N=C/c2cc(Br)cs2)sc2c1CCC2	0	2	-190	-13	2	4.2	0	1	20	0
CCC(C)c1ccc(O)c(N)c1 (stereo unspecified)	-6	-2	-51	-18	-1	-0.3	-6	32	3	-1
Cc1cc(N2C(=O)C(O)=C(C(=O)c3cc4ccccc4o3)C2c2cccs2)no1 (stereo unspecified)	2	-15	-20	-30	-2	1.9	-9	22	23	23
O=C(NC(=S)N1CCN(c2ccc([N+](=O)[O-])cc2Cl)CC1)c1ccco1	1	-13	11	-8	0	-4.3	-1	5	55*	43
Cc1ccc(N2CCCn3c2cc(C)c(C#N)c3=O)cc1C	-1	-1	-7	-19	12	-0.3	-5	7	-2	-3
O=C1NCCCC1C(=O)N/N=C/c1ccccc1[N+](=O)[O-] (stereo unspecified)	7	-3	-10	-17	-1	0.6	2	21	12	-4
O=C(O)c1ccc(NCc2cccs2)cc1	2	2	-10	-26	-4	1.6	-4	-29	-9	-9
Nc1ccccc1-c1nc2ccccc2c(=O)o1	4	-5	5	-47	-1	-32	1	18	-5	-10
Cc1ccc(N2C(=O)CC(c3ccsc3)C3=C2CC(C)(C)CC3=O)cc1 (stereo unspecified)	3	6	18	-32	0	-0.8	2	19	47	14
CC(=O)Nc1ccc(SCC(=O)Nc2cc(C)on2)cc1	6	16	-14	-15	1	0.2	-11	24	-1	6
O=C(COC(=O)c1ccc(Cl)s1)c1cc2ccccc2o1	8	-1	-2	-2	8	0.1	7	-95*	11	8
CCOC(=O)c1c(C)[nH]c(C)c1S(=O)(=O)NCC(=O)Nc1ccccn1	-1	?	1	-12	-5	-0.4	?	18	10	-5
Cc1cc(C)n2nc(SCCC(=O)NCc3ccccc3)nc2n1	4	-66	20	7	1	0.0	-9	26	-2	-4
O=C(N/N=C/c1ccc(Cl)cc1Cl)c1n[nH]c2c1CCCC2	8	8	-6	4	-4	2.4	-4	16	18	10
O=C(CSc1nn(-c2ccccc2)c(=S)s1)NC(=O)NCc1ccco1	1	9	1	-31	6	-0.3	1	-1	14	8
Cc1cc([N+](=O)[O-])ccc1NC(=O)c1ccco1	-9	-3	2	-22	1	-0.3	-1	2	9	-3
Cc1cccc(N=C2NN=C(c3c[nH]c4ccccc34)CS2)c1	-10	-1	-102	-3	8	0.8	4	-46	28	14
O=C1/C(=C/N(C(=O)c2ccco2)c2ccc(Br)cc2)Sc2ccccc21	6	16	-241	-29	17*	3.0	-1	14	19	14
CN(CC(=O)Nc1cccc([N+](=O)[O-])c1)S(=O)(=O)c1ccccc1	-4	5	12	-16	5	-0.2	5	13	3	-3
C=CCNC(=S)NCC=C	2	-3	-22	-19	0	0.0	0	2	10	-1
C=CCn1c(N)c(C(=O)OC(C)CC)c2nc3ccccc3nc21 (stereo unspecified)	-3	-9	-4	-15	-1	-0.5	·	-2	34	5
COc1cc(C(=O)OCC(=O)Nc2ccc(N3CCOCC3)cc2)ccc1OCC(C)C	·	-3	5	·	·	1.5	4	22	9	1
Cc1ccc(OCC(=O)NC(=S)Nc2ccc(Br)cn2)cc1	1	3	1	-19	-3	0.1	-4	14	0	-6
CN(C)c1ccc(C(C(=O)NCc2ccccc2)N(Cc2cccnc2)C(=O)c2snc(C(N)=O)c2N)cc1 (stereo unspecified)	7	-2	10	-10	5	3.0	·	6	12	4
O=C(CSc1nc(Nc2ccccc2)nc(N2CCOCC2)n1)Nc1cc(Cl)ccc1O	-8	-3	14	-29	-3	-1.7	1	5	22	6
CCOC(=O)c1cnc(-c2ccccc2O)nc1Cl	-4	3	-18	-44	-1	0.2	2	20	12	1
O=C(NCc1ccco1)C1Cc2ccccc2CN1C(=O)c1ccco1 (stereo unspecified)	-2	-7	-34	-28	0	0.2	-5	19	6	0
Cc1ccc(S(=O)(=O)NCCC(=O)N2CC(C)OC(C)C2)cc1 (stereo unspecified)	·	-1	2	·	·	-22	-3	38	-4	-7
CCOC(=O)CSC1=N/C(=C\c2cc(OC)c(OC)c(OC)c2)C(=O)N1C	5	5	0	-25	-2	0.0	-8	12	-35	-15
COc1cc(C(=O)N2CCN(C(=O)c3ccccc3)CC2)cc(OC)c1OC	-4	-4	2	-6	3	·	-3	17	-8	4
COCC1CCN(C(=O)CCc2nnc(C3(c4ccc(Cl)cc4)CCC3)o2)CC1	4	-6	-14	-18	-5	0.7	-3	14	17	5
COC(=O)CNC(=O)CSc1nc2c(sc(=S)n2-c2ccccc2)c(=O)[nH]1	5	2	8	-20	6	-1.1	1	15	7	-3
O=C1c2cccnc2-c2ncccc21	7	-2	-10	-10	8	-0.6	1	10	-9	8
CC1CC(C)CN(CCCNC(=O)Cc2c(C(=O)O)[nH]c3ccccc23)C1 (stereo unspecified)	5	3	6	3	1	-0.1	-1	5	-6	-7
O=C1OC(Nc2ccc(F)cc2F)c2ccccc21 (stereo unspecified)	-2	3	7	-6	-2	-19	3	58	-5	-9
C=CCN=C1NN=C(c2cc(C)n(CC=C)c2C)CS1	3	13	52	-20	5	-1.2	-2	9	-14	-8
CCCN(CC(=O)Nc1cc(Cl)ccc1Cl)C(=O)CN1C(=O)C2CCCCC2C1=O (stereo unspecified)	1	3	6	-2	2	-0.9	-3	16	-2	-4
COc1ccccc1/C=C/C(=O)Nc1ccc(S(=O)(=O)Nc2cc(C)on2)cc1	-8	-13	27	-32	3	-0.3	-2	21	-4	-5

Single records (already shown). Order of values: IEC-6 cytotox | Platelet DG rel | aSyn UTR inh | KLF5 inh | HSP90 refold inh | HIF act | HDAC3 inh | AI-2 QS mod | HSF1 activator | HSF1 inh
Listed for COC(=O)CNC(=O)CSc1nc2c(sc(=S)n2-c2ccccc2)c(=O)[nH]1 : 5 | 2 | 8 | -20 | 6 | -1.1 | 1 | 15 | 7 | -3
Listed for O=C1c2cccnc2-c2ncccc21 : 7 | -2 | -10 | -10 | 8 | -0.6 | 1 | 10 | -9 | 8

New compounds follow.
SMILES	IEC-6 cytotox	Platelet DG rel	aSyn UTR inh	KLF5 inh	HSP90 refold inh	HIF act	HDAC3 inh	AI-2 QS mod	HSF1 activator	HSF1 inh
CCc1nc2ccccc2n1CC(=O)OCC(=O)N(CC(C)C)c1c(N)n(Cc2ccccc2)c(=O)[nH]c1=O	·	18	-1	·	·	0.0	·	26	5	-1
O=[N+]([O-])c1ccc2[nH]c3nc4ccccc4nc3c2c1	9	-4	-11	-13	1	-12	-4	15	6	-3
OC(C#CCN1CCCCC1)c1ccccc1 (stereo unspecified)	-3	-6	5	-28	-1	0.2	-3	18	-7	-4
Cc1ccc2nc(Br)c3c(c2c1)OC(CBr)C3 (stereo unspecified)	-1	6	22	-8	-3	-0.7	9	8	-8	-4
Cc1ccc(S(=O)(=O)Nc2cccnc2)cc1	-13	3	7	6	-3	0.0	-2	33	-4	-1
O=C(CCCCCN1C(=O)[C@@H]2Cc3ccccc3CN2C1=O)Nc1ccccc1F	-4	-3	1	-5	3	0.8	2	1	33	11
Cc1cc(-c2ccccc2C(=O)NC2CCCCC2)on1	-8	-4	-4	-23	-1	-0.4	-2	20	8	-4
CCOC(=O)Cc1csc(SC(C)C(=O)NCC(=O)Nc2ccc(F)c(F)c2F)n1 (stereo unspecified)	-1	9	-1	-40	-1	-8.5	3	24	5	-1
O=C(O)c1sccc1Oc1ccc(NS(=O)(=O)c2cccc(F)c2)cc1	-2	-1	0	-46	0	-21	-2	36	3	3
N#CC1=C(N)N(c2ccccc2)C(=O)C1	-3	-5	-8	-19	2	-0.1	-6	16	-2	-10
O=C(CSc1nnc2scc(-c3ccccc3)n12)N1CCN(Cc2ccccc2)CC1	3	7	-7	-25	0	0.0	-3	2	-3	6
Cc1cc(C)c(NC(=O)CNC(=O)c2ccc(-n3cncn3)c([N+](=O)[O-])c2)c(C)c1	·	12	3	·	·	-0.5	3	-6	-17	-6
CC(=O)N1N=C(c2ccco2)CC1c1ccco1 (stereo unspecified)	0	4	-3	-6	3	-1.3	2	-2	19	2
CCCCCOC(=O)Cn1c(=O)oc2ccc(C)cc21	-2	-5	-6	-20	9	0.2	-1	26	17	7
COc1cccc(OC)c1C(=O)Nc1cccc(-c2ccc(N3CCOCC3)nn2)c1	·	-5	-48	·	·	1.7	-11	26	47	17
CN(C)C(=O)CNc1n[nH]c(=S)[nH]c1=O	2	0	10	-18	2	-0.3	10	23	10	3
CCN1CCN(C(=O)C2CCCN(S(=O)(=O)c3cc(Cl)ccc3Cl)C2)CC1 (stereo unspecified)	-9	-5	-2	-9	-3	-0.2	-7	24	-13	4

Molecules above that contain a Cl atom, in the order listed:
SMILES	IEC-6 cytotox	Platelet DG rel	aSyn UTR inh	KLF5 inh	HSP90 refold inh	HIF act	HDAC3 inh	AI-2 QS mod	HSF1 activator	HSF1 inh
O=C(NC(=S)N1CCN(c2ccc([N+](=O)[O-])cc2Cl)CC1)c1ccco1	1	-13	11	-8	0	-4.3	-1	5	55*	43
O=C(COC(=O)c1ccc(Cl)s1)c1cc2ccccc2o1	8	-1	-2	-2	8	0.1	7	-95*	11	8
O=C(N/N=C/c1ccc(Cl)cc1Cl)c1n[nH]c2c1CCCC2	8	8	-6	4	-4	2.4	-4	16	18	10
O=C(CSc1nc(Nc2ccccc2)nc(N2CCOCC2)n1)Nc1cc(Cl)ccc1O	-8	-3	14	-29	-3	-1.7	1	5	22	6
CCOC(=O)c1cnc(-c2ccccc2O)nc1Cl	-4	3	-18	-44	-1	0.2	2	20	12	1
COCC1CCN(C(=O)CCc2nnc(C3(c4ccc(Cl)cc4)CCC3)o2)CC1	4	-6	-14	-18	-5	0.7	-3	14	17	5
CCCN(CC(=O)Nc1cc(Cl)ccc1Cl)C(=O)CN1C(=O)C2CCCCC2C1=O (stereo unspecified)	1	3	6	-2	2	-0.9	-3	16	-2	-4
CCN1CCN(C(=O)C2CCCN(S(=O)(=O)c3cc(Cl)ccc3Cl)C2)CC1 (stereo unspecified)	-9	-5	-2	-9	-3	-0.2	-7	24	-13	4

Compound activity as filed in PubChem.
